697 NFkB inh – inhibitors of PMA/ionomycin-induced NF-kB reporter, 697 cells, primary screen, B-cell NF-kB inhibitor project, cell-based, luminescence, uHTS. 697 B-cell NF-kB luciferase reporter, 16 h. inhibition, % at 4 µM. 330,000 compounds, 0.33% hits. AID 435022, 2010; in the data active means inhibition above about 35%
XBP1 UPR activ – activators of adaptive XBP1 UPR arm, primary screen, cell-based, CHO-XBP1 luciferase reporter, luminescence, uHTS; IRE1-XBP1 UPR activation; percent of tunicamycin response, DMSO as zero; activation, % at 20 µM; 330,000 compounds, 0.33% hits; AID 463104, 2010;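 active means versus positive control, 20 µM dose yields 30% or more activation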;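 further: 100% = tunicamycin at 10 µg/mL and 0% = DMSO only wells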
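Material: CHO cell line with stable XBP1 luciferase reporter; buffer or medium: F12 medium containing 10% fetal bovine serum; compound: single point, 20 µM final compound, 1% DMSO; incubation: 6 h treatment, 37 °C; measured by: glow luminescence from Steady-Glo reagent; evaluation: activation, % of tunicamycin; control set: tunicamycin high, DMSO low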
Mdm2-MdmX inh – inhibitors of human Mdm2-MdmX association, primary screen, cell-based, luminescence, split luciferase, SaOS-2, uHTS | 330,000 compounds, 3% hits | inhibition, % at 8 µM | Protein Mdm4 (Homo sapiens) + E3 ubiquitin-protein ligase Mdm2 (Homo sapiens), … | AID 485346, 2010 | SaOS-2 split-luciferase Mdm2/MdmX complementation;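 active means inhibition of at least 50% at 8 µM in the primary screen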
APJ agonist – agonists of human apelin receptor APJ, primary screen, CHO-K1 cells, PathHunter beta-arrestin, luminescence. 0% DMSO wells, 100% apelin. activation, % at 20 µM. 330,000 compounds, 0.11% hits;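 active means activation more than six SD over the plate average, tested at 20 µM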;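 further: 0% = DMSO alone and 100% = apelin-13 at 10 nM; some results filed as inactive read as strong as hits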
Target sequence (P35414 whole entry, looked up): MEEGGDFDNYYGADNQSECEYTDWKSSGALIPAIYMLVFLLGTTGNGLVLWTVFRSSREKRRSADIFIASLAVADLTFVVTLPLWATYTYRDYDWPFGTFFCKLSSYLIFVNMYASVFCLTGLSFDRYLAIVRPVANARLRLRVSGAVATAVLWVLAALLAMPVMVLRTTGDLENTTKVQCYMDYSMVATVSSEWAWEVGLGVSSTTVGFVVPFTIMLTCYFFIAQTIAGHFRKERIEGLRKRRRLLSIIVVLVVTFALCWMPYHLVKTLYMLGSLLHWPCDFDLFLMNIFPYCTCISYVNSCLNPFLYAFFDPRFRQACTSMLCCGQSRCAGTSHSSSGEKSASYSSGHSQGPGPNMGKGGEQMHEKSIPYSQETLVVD
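Material: engineered CHO-K1 APJ arrestin reporter cells; amount: 1000 CHO-K1 reporter cells seeded per well; incubation: compound stimulation 90 min at 25 °C, detection 60 min; signal: luminescent beta-gal fragment complementation, chemiluminescent substrate; read-out basis: APJ agonist activity; controls: DMSO-only wells as negative, 10 nM Apelin-13 as positive control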
Jurkat NFkB inh – inhibitors of induced NF-kB luciferase reporter, primary screen, TCR NF-kB activation inhibitor project, cell-based, luminescence, uHTS. Jurkat, PMA/ionomycin-induced NF-kB luciferase reporter. inhibition, % at 4 µM. 330,000 compounds, 0.53% hits. AID 435003, 2010; in the data active means inhibition above about 50%
APJ antagonist – antagonists of human apelin receptor APJ, primary screen, CHO-K1 cells, beta-arrestin complementation, luminescence. inhibition, % at 20 µM. 330,000 compounds, 0.32% hits. P35414. AID 2521, 2010;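 active means inhibition above about 40% at 20 µM, limit read from the data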;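 further: cells challenged with 10 nM apelin-13 agonist together with compound; plate controls were apelin-13 plus DMSO wells for no effect and DMSO wells lacking apelin-13 for full effect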
tim23-1 inh – growth inhibitors of tim23-1 mutant yeast, primary screen, luminescence, uHTS; S. cerevisiae tim23-1 growth, BacTiter-Glo luminescence, 24 h; 330,000 compounds, 1.3% hits; inhibition, % at 20 µM;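 active means growth inhibition of the mutant yeast at or above 50%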;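 further: temperature-sensitive mutant grown at 25 °C; plate controls were DMSO-treated mutant yeast for no effect and medium wells lacking yeast for full effect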
CHOP UPR activ – activators of apoptotic CHOP UPR arm, primary screen, cell-based, CHO-CHOP luciferase reporter, luminescence, uHTS; UPR activation; percent of tunicamycin response over DMSO baseline; 330,000 compounds, 0.34% hits; activation, % at 10 µM;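 active means at 10 µM dose, activation of 40% or more, normalized to positive control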;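 further: 100% = tunicamycin at 10 µg/mL and 0% = DMSO alone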
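assay system = CHO CHOP reporter cells | amount = 500 CHO-CHOP cells per well | buffer or medium = F12 with 10% FBS | incubation = 16-18 h cell attachment, then 6 h compound exposure, 37 °C | detection = luminescence read with Steady-Glo | read-out = percent activation relative to tunicamycin control | controls = tunicamycin high control, DMSO low control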
The depositor's hits bear a star.

SMILES	697 NFkB inh	XBP1 UPR activ	Mdm2-MdmX inh	APJ agonist	Jurkat NFkB inh	APJ antagonist	tim23-1 inh	CHOP UPR activ
COc1ccc(/C=N/NC(=O)COc2cccc3ccccc23)c(C(=O)O)c1OC	5.7	-0.9	29.8	-0.8	5.5	-8.2	9.3	2.7
COc1ccc(C(=O)Nc2ccc(Cl)cn2)cc1S(=O)(=O)N1CCCC1	9.9	3.6	29.4	-2.6	-17.1	-50.3	22.2	1.4
Cn1c(=O)oc2cc(S(=O)(=O)NCCC(=O)N3CCc4ccccc43)ccc21	20.0	-0.9	28.1	-4.0	5.9	-8.9	0.2	-0.6
O=C(c1ccco1)N1N=C(c2ccco2)CC1c1ccc(Cl)cc1Cl (configuration not stated)	18.9	1.6	-1.4	1.0	-4.4	9.8	28.0	0.6
COCCn1c(=O)[nH]c2cc(C(=O)N3CCN(c4ccccc4)CC3)ccc2c1=O	13.6	-3.7	9.2	-2.0	-6.5	-4.0	-10.2	-1.3
Cc1ccc(Cn2cc(S(=O)(=O)c3ccc(C(C)C)cc3)c(=O)c3cc4c(cc32)OCO4)cc1	17.2	-2.0	20.0	-2.7	9.3	11.3	18.9	0.6
Cc1ccc(S(=O)(=O)Nc2nc(C)c(C(=O)NNS(=O)(=O)c3cc(C)ccc3C)s2)cc1	-7.4	0.0	20.2	-2.8	0.7	-17.7	-11.3	0.4
COc1ccc2c(c1)[nH]c1c(=O)n(Cc3ccccn3)cnc12	7.7	-0.5	-6.1	0.2	2.4	17.7	3.6	-1.0
CC(C)[C@@H](C(=O)NCC1CCCO1)N1C(=O)N2CCc3c([nH]c4ccccc34)[C@@]2(C)C1=O (some centres not stated)	-10.5	-0.9	-6.8	-3.1	-0.9	-2.0	12.0	-1.5
CC(C)(C)NS(=O)(=O)c1ccc(CCC(=O)N2CCCCC2)cc1	-3.3	0.3	-21.2	-3.2	-18.6	-2.2	7.6	-0.1
O=C(CCN1C(=O)C2CC=C(Cl)CC2C1=O)NC1CCCCC1 (configuration not stated)	-2.0	-1.0	3.0	1.8	-16.1	9.7	1.1	-1.5
CCCCC(=O)NNC(=O)c1c(O)c2ccccc2[nH]c1=O	9.6	-2.3	21.4	-1.1	5.6	3.8	3.5	-2.1
Cc1ccc2sc(NC(=O)C3CC3)nc2c1C	-55.3	1.5	-34.8	-3.9	-33.2	-55.5	41.7	7.1
Cc1ccc(NC(=O)NNC(=O)c2cccs2)cc1	12.5	-0.1	1.5	-0.8	0.4	6.3	-6.1	0.5
COc1cc(CNC(C)C)ccc1OCC(=O)Nc1cccc2ccccc12	-19.0	-3.0	19.8	-2.9	-16.4	-0.4	-3.8	1.1

Single records, from the list above:
Listed for COCCn1c(=O)[nH]c2cc(C(=O)N3CCN(c4ccccc4)CC3)ccc2c1=O = 697 NFkB inh: 13.6; XBP1 UPR activ: -3.7; Mdm2-MdmX inh: 9.2; APJ agonist: -2.0; Jurkat NFkB inh: -6.5; APJ antagonist: -4.0; tim23-1 inh: -10.2; CHOP UPR activ: -1.3
Listed for CCCCC(=O)NNC(=O)c1c(O)c2ccccc2[nH]c1=O = 697 NFkB inh: 9.6; XBP1 UPR activ: -2.3; Mdm2-MdmX inh: 21.4; APJ agonist: -1.1; Jurkat NFkB inh: 5.6; APJ antagonist: 3.8; tim23-1 inh: 3.5; CHOP UPR activ: -2.1

Going on with the list:
SMILES	697 NFkB inh	XBP1 UPR activ	Mdm2-MdmX inh	APJ agonist	Jurkat NFkB inh	APJ antagonist	tim23-1 inh	CHOP UPR activ
CC(=O)Nc1cc(-c2nn(C)c(=O)c3ccccc23)ccc1N1CCCCC1	26.0	1.6	-0.9	-0.2	14.4	-39.0	9.4	-1.5
CC(=O)c1cccc(NC(=S)N2CCN(S(C)(=O)=O)CC2)c1	10.7	-0.6	13.1	-3.1	-3.4	22.3	0.3	0.1
CC(CNC(=O)CN1C(=O)CCSc2ccccc21)c1ccccc1 (configuration not stated)	-14.9	5.3	-29.7	-4.2	-31.7	-11.6	31.8	1.3
CCN(CC)CCN1C(=O)C2C(C(=O)Nc3cccc(SC)c3)C3C=CC2(O3)C1C(=O)NC1CCCC(C)C1C (configuration not stated)	0.2	1.7	26.1	-3.9	5.2	12.4	2.7	2.4
COc1ccccc1-c1cc2nc(C)c(CCC(=O)NCc3ccco3)c(C)n2n1	32.9	-3.1	28.2	-2.9	9.1	8.1	-4.4	-0.4
COc1ccccc1CCNC(=O)c1ccc(C)o1	-4.1	-0.8	10.9	-1.7	-22.5	1.8	29.3	-0.1
CCN[C@H]1CN(CCCOC)S(=O)(=O)c2sc(S(N)(=O)=O)cc21	22.4	-1.7	-23.7	-2.5	-0.9	-3.8	-3.1	-0.7
Cc1ccc(NC(=O)CSc2nc(N)c3cc4c(nc3n2)CCCC4)cc1	-46.7	6.1	17.5	2.2	0.8	-0.7	-13.4	4.1
COc1ccc(N(CC(C)C)S(=O)(=O)c2nnc(NC(=O)c3ccco3)s2)cc1	-123.1	-1.6	6.4	0.3	-7.8	14.1	2.5	0.4
Cc1ccc(COC(=O)c2nn(-c3ccccc3)nc2N)cc1	-11.1	-0.7	8.4	-1.2	-0.7	-14.5	25.9	0.7
CCN(CC)c1ccc(C(=O)NNC(=O)CCc2nc3ccccc3c(=O)[nH]2)cc1	17.3	-3.1	-3.3	-7.2	6.2	5.8	5.4	0.0
CCOC(=O)NC(=O)c1cn(-c2ccc(OC)cc2)c(=O)[nH]c1=O	10.0	-5.8	9.6	-2.4	-3.5	3.8	0.4	1.5
O=C(Nc1cccc([N+](=O)[O-])c1)c1ccc2ccccc2c1O	-131.0	-1.0	76.7*	0.2	-37.3	3.0	26.8	6.2
CCOC(=O)C1=C(N)OC2=C(C(=O)CCC2)C1c1cccs1 (configuration not stated)	-4.4	2.4	-2.4	-2.5	7.6	20.4	9.2	1.5
COc1ccc(C2CC(c3ccccc3)=NN2C(=O)COC(=O)c2cc(S(=O)(=O)N3CCOCC3)ccc2F)cc1 (configuration not stated)	-13.7	-1.2	-18.4	-1.7	3.5	2.2	5.6	4.7
N#Cc1cnc(SCC(=O)c2ccccc2)nc1N	-17.6	3.4	2.4	20.1	-0.1	-11.7	21.1	3.1
O=C(Cn1cnc2ccccc21)N/N=C/c1cccnc1	5.4	0.3	-0.1	-1.3	-8.9	3.9	2.3	-1.1
Cn1c(N2CCOCC2)nc2c1c(=O)n(Cc1ccc(Cl)cc1)c(=O)n2C	-42.9	1.4	-15.0	0.9	-5.9	4.7	22.2	1.5
CC(NC(=O)COC(=O)Cc1ccsc1)C1CC2CCC1C2 (configuration not stated)	4.7	0.7	1.3	-0.8	1.1	0.6	13.6	-1.9
c1coc(-c2nnc3sc(Cc4cccs4)nn23)c1	-4.4	0.5	19.1	-3.3	-4.9	9.7	13.2	-1.4
CCCCNS(=O)(=O)c1ccc2nc(-c3cccnc3)cc(C(=O)NCCCOC)c2c1	11.0	-1.6	3.6	-3.4	5.6	10.7	1.4	-0.1
O=C(c1ccc2nc(N3CCOCC3)sc2c1)N1CCCC1	-10.8	1.4	15.8	-1.0	-11.4	-6.2	-13.7	-1.9
C/C(=N/NC(=O)c1ccc(Cl)cc1Cl)c1cccnc1	-8.5	0.0	8.0	-2.5	9.7	13.5	5.5	7.0
CCCOC(=O)c1ccc(Oc2cn[nH]c2-c2ccc(OCC(=O)NN)cc2O)cc1	28.2	-1.9	-6.7	0.1	5.8	-19.0	-39.9	1.7
Cc1nn(S(=O)(=O)c2ccc(F)cc2)c(C)c1S(=O)(=O)N1CCCCC1	-10.1	-2.8	30.9	3.7	7.9	-1.7	18.1	-1.0
Cc1[nH]c2ccccc2c1C(=O)CSC(=S)N(C)C1CCCCC1	-11.6	1.6	-5.1	-0.3	-12.1	-9.7	37.7	3.7
Cn1cc(/C=C(\C#N)C(=O)Nc2ncc(Cc3cccc(Cl)c3)s2)c2ccccc21	14.3	-0.9	27.6	-16.9	-3.7	23.4	17.4	-0.7
O=C(CN(Cc1ccccc1)C(=O)CNS(=O)(=O)c1ccccc1)NCc1ccco1	-1.2	1.0	-15.1	-2.5	8.9	9.1	6.9	0.2
Cc1sc2ncn(CC(=O)NCCCC(=O)Nc3ccc(C(C)C)cc3)c(=O)c2c1C	-0.4	-1.0	82.3*	-0.7	-14.8	-5.9	-0.8	0.9
CCCc1cc(C(N)=O)c(NC(C)=O)s1	29.2	2.1	30.0	-3.3	-0.3	16.2	17.3	-1.3
CC(C)NC(=O)C1CCN(Cc2cnn(-c3ccccc3)c2-n2cccc2)CC1	-3.0	-0.1	-21.0	-2.0	-17.1	-7.7	10.0	-1.2
CC(Sc1nnc(-c2ccco2)n1N)C(=O)NCc1ccc2c(c1)OCO2 (configuration not stated)	2.3	1.3	-5.2	-2.3	3.6	23.6	14.4	0.1
Cc1nn(CCCC(=O)NC(C)c2ccccc2)c(=O)c2nn(-c3ccccc3)c(C)c12 (configuration not stated)	9.9	-1.2	27.3	-3.8	8.7	10.2	-23.7	-1.6
CCCCc1ccc(NC(=S)NN2CCOCC2)cc1	-59.2	1.9	-27.0	-0.5	-20.8	-14.0	8.8	3.1
CC(C)(C)NS(=O)(=O)c1ccc(Oc2ncc(C(F)(F)F)cc2Cl)cc1	-6.5	2.6	16.2	-4.8	11.5	-5.2	33.6	0.5
CCc1ccccc1NC(=O)CCS(=O)(=O)c1ccc(Br)cc1	7.2	10.3	21.2	-1.6	12.2	-10.6	22.7	0.4
CCOc1ccc(S(=O)(=O)Nc2ccccc2C(=O)Nc2ccccc2N2CCOCC2)cc1	-16.7	-2.9	-5.7	0.8	-9.9	-20.5	29.7	0.6
CCC1CCCCN1CCCNC(=O)c1cn(CC)c2ccc(S(=O)(=O)N(C)C3CCCCC3)cc2c1=O (configuration not stated)	-89.4	-2.1	21.3	4.0	-21.0	5.4	22.1	2.3
COC(=O)c1scc(C)c1NS(=O)(=O)c1ccc(NC(C)=O)cc1	-2.4	2.6	29.7	1.4	-5.5	12.3	2.9	-0.3
Cc1ccc(-c2nn(C)c(=O)c3ccccc23)cc1CNC(=O)NC1CCCCC1	-19.3	-1.6	31.7	-1.0	-2.8	10.6	21.1	-0.6
O=C(NCCCN1CCCC1=O)[C@H](CSCc1ccccc1)N1Cc2ccccc2C1=O	-5.3	0.1	4.7	-1.1	-11.0	5.6	10.9	-0.7
CC(C)c1nc2ccc(NC(=O)C3CCCCC3)cc2[nH]1	3.6	0.1	6.5	0.3	-10.0	-3.0	11.0	-0.2
COc1cc(NC(=S)NCC2CCCO2)c(OC)cc1Cl (configuration not stated)	-3.6	2.8	9.4	-3.4	7.5	2.0	-6.3	1.6

Bioassay records: PubChem BioAssay, Sanford-Burnham Center for Chemical Genomics
